# Compound activity (PubChem BioAssay)
# Pf apPOL inh – Pf-apPOL inhibitors, biochemical, fluorescence | Plasmodium falciparum apicoplast DNA polymerase (apPOL) | Recombinant Pf-apPOL, molecular beacon fluorescence, 1.5 h | inhibition, % at 10 µM | actives 0.25% (n = 210,000) | AID 1794808, 2022
# mHTT CaM bind – mutant huntingtin-calmodulin interaction inhibitors – biochemical, AlphaScreen, primary screen | P42858 | AlphaScreen His-mHTT/GST-CaM binding, luminescence | inhibition, % at 15 µM | actives 3.6% (n = 190,000);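 note: 0% = both proteins with DMSO and 100% = one protein alone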
# Starred values were filed as active, the others as inactive; / = no result given; & = joins results of further samples. Cut-off read from the data, not from the text of the source: active = inhibition above about 50%; inactive = the rest.
# The opening four compounds (preview)
SMILES,Pf apPOL inh,mHTT CaM bind
O=C(c1ccco1)N1CCCn2cc(-c3ccccc3F)nc21,-4,8
CC(Cc1ccco1)NC(=O)C(=O)NCc1cccs1 (stereo not drawn),-2,-5
CCOc1cccc2cc(-c3nnc(NCc4ccco4)s3)c(=O)oc12,-2,1
Cc1ccc(NC(=O)CSc2cn(CCNC(=O)c3c(F)cccc3F)c3ccccc23)cc1,0,5

# The list itself, repeating the preview:
SMILES,Pf apPOL inh,mHTT CaM bind
O=C(c1ccco1)N1CCCn2cc(-c3ccccc3F)nc21,-4,8
CC(Cc1ccco1)NC(=O)C(=O)NCc1cccs1 (stereo not drawn),-2,-5
CCOc1cccc2cc(-c3nnc(NCc4ccco4)s3)c(=O)oc12,-2,1
Cc1ccc(NC(=O)CSc2cn(CCNC(=O)c3c(F)cccc3F)c3ccccc23)cc1,0,5
COC(=O)c1sccc1S(=O)(=O)Nc1ccccc1Sc1ncnc2c(C)csc12,-2,/
O=C(Nc1ccc(Cl)c(-c2nc3ncccc3o2)c1)c1ccc(Br)o1,0,33
COc1cc(C2CC(c3ccc(F)cc3)Nc3nnnn32)cc(OC)c1OC (stereo not drawn),1,1
CC(C(=O)Nc1cccc(F)c1)N(c1ccccc1)S(C)(=O)=O (stereo not drawn),1,1
COc1ccc(C(=O)c2ccc([N+](=O)[O-])cc2)cc1,-4,/
COc1ccc(/C=C(/NC(=O)c2ccc(Br)o2)C(=O)NCc2ccccc2)cc1,-5,8
COc1ccc(C=C2Oc3c(CN4CCN(CCO)CC4)c(O)cc(C)c3C2=O)c(OC)c1OC,-10,9
COc1cc2c(cc1OC)C(C)=NC1(CCCCC1)C2,-4,-3
CC(=O)N(CN1C(=O)C2C3c4ccccc4C(c4ccccc43)C2C1=O)c1ccccc1 (stereo not drawn),3,3
CC(C)C(=O)NC(Nc1ccccc1)C(Cl)(Cl)Cl (stereo not drawn),-1,-6
Cc1ccc(C(=O)Nc2ccc(F)cc2F)c(Cl)c1,6,-7
CC1(O)CCN(Cc2cccc(C#N)c2)CC1N1CCCC1 (stereo not drawn),-7,4
CC12CC3CC(C)(C1)CC(C(=O)Nc1ccc(F)cc1F)(C3)C2,-1,-8
Cc1cccc(-c2cc3n(n2)CCCN(C(=O)c2cccnc2)C3)c1,0,0
O=S(=O)(O)CCc1cc[n+](CC[n+]2ccccc2)cc1,/,-8
COc1cccc2cc(-c3nc(-c4cc5ccccc5oc4=O)cs3)c(=O)oc12,8,-6
O=[N+]([O-])c1cc(CN2CCc3ccccc3C2)ccc1O,0,2
O=C(NCc1cccs1)C1CCN(c2nccn3nc(-c4ccccc4)cc23)CC1,-1,19
CCC(=O)N1CCc2sc(S(=O)(=O)Nc3cccc(Cl)c3)cc2C1,-2,4
O=C(Nc1cccnc1)c1ccc(C(=O)Nc2cccnc2)nc1,-6,-7
CC1CCN(C(=O)c2csc(COc3ccc(Cl)cc3)n2)CC1,-7,1
O=C(/C=C/c1ccc(Cl)cc1)Nc1cc2cccc([N+](=O)[O-])c2oc1=O,5,1
NC(=NOC(=O)c1c(F)cccc1F)c1ccccn1,-2,/
CCOc1cc(C(=O)Nc2c(C)cc(Br)cc2C)cc(OCC)c1OCC,-14,-1
O=C(Cn1cnc2c(c1=O)CCCC2)NC1CCCCC1,-1,-8
O=[N+]([O-])c1cccc(CN2CCCCCC2)c1,-4,8
CC1=CC(=O)C=C(C)C1=NOS(=O)(=O)c1ccc(Cl)cc1,-4,24
CCOc1c(Br)cc(/C=C(\C#N)c2nn(-c3ccccc3)c(N)c2C#N)cc1OC,-2,17
Cc1ccccc1-n1cnc(C(=O)NCCC(C)C)n1,4,-3
CNC(=O)c1ccc(C(=O)c2cc(OC)ccc2OC)cc1,-1,-5
Cc1cc(C)c(S(=O)(=O)Nc2ccccc2C)c(C)c1,-2,-22
N#Cc1cccc(C(=O)Nc2ccc3ncnc(N4CCCCC4)c3c2)c1,3,44
COc1ccc2nc3sc(C(=O)Nc4ccc(F)cc4)cc3cc2c1,-6,-3
CC(C)(C)C(=O)Nc1ccc(N2CCCN(C(=O)c3ccc(Cl)cc3)CC2)nc1,-2,8
CCOc1ccc(CN2CCC(C(=O)N3CCCC3)CC2)cc1,-4,-6
CCCCNC(=O)C1c2cc(OC)c(OC)cc2C(=O)N(C)C1c1ccc(OC)cc1 (stereo not drawn),-7,4
Cc1ccc(C)c(N2C(=O)C3C4C=CC(CC4)C3C2=O)c1 (stereo not drawn),-5,-7
CCOc1ccccc1C1C(C(=O)Nc2ccc(OC)cc2)=C(C)Nc2ncnn21 (stereo not drawn),-9,0
Cc1ccc(S(=O)(=O)N(CC(=O)Nc2ccc(C(N)=O)cc2)c2ccccc2Cl)cc1,-3,39
N#CC1=C(N)Oc2n[nH]c(C(F)(F)F)c2C1c1ccccc1Cl (stereo not drawn),-2,-5
Cc1nc(Cn2cccc2C(=O)Nc2cccc(Cl)c2)no1,1,4
O=C(CN1C(=O)C(c2ccc(F)cc2)=NC12CCCCCC2)Nc1ccc(F)cc1,-8,-8
CN(C)c1ccc(C(=O)n2nnc3ccccc32)cc1,2,-27
CCC(C)(C(=O)NC1CCCC1)N(C)C(=O)Cc1c[nH]c2ccccc12 (stereo not drawn),1,2
O=C(NCc1ccncc1)NC1CCCCC1,-2,-6
COc1ccc(CCC(=O)N2CCN(c3nc4ccncc4n(CC(C)C)c3=O)CC2)cc1,-4,11
COc1cc(OC)c(NC(=O)COc2cc(C)nc(N3CCCCCC3)n2)cc1Cl,-3,-2
O=C(COc1ccc([N+](=O)[O-])cc1)Nc1ccc(S(=O)(=O)N2CCc3ccccc32)cc1,-7,8
Cc1ccc(Br)c(N2C(=O)Nc3ccccc3N2O)c1,-8,-1
O=C(NC1CC1)c1[nH]c2ccccc2c1N1CCCC1=O,-3,2
Cc1cccc(C2CC(C(=O)NCC3CC3)CN(C(=O)C3CC3)C2)c1 (stereo not drawn),0,4
Cc1oc2c(C)c(O)ccc2c(=O)c1-c1ccccc1,-6,1
O=C(COc1ccccc1[N+](=O)[O-])Nc1ccc(Br)cn1,-1,1
N#CC(=Cc1ccc2c(c1)OCO2)C(=O)c1ccco1,-17,/
Cc1c(Cl)c([N+](=O)[O-])nn1CCCC(=O)Nc1cc(Cl)ccc1O,-1,13
CCOc1cc(/C=C2/SC(NC(C)=O)=NC2=O)ccc1OCc1ccc(F)cc1,4,10

# Some of the entries so far, as tab-separated lines:
smiles	Pf apPOL inh	mHTT CaM bind
Cc1ccc(C)c(N2C(=O)C3C4C=CC(CC4)C3C2=O)c1 (stereo not drawn)	-5	-7
CCOc1ccccc1C1C(C(=O)Nc2ccc(OC)cc2)=C(C)Nc2ncnn21 (stereo not drawn)	-9	0

# (next part)
SMILES,Pf apPOL inh,mHTT CaM bind
COc1ccc(-c2nc(-c3ccc(=O)[nH]c3)no2)cc1F,6,-5
O=C1C(=Cc2ccc(O)cc2)C(=O)c2ccccc21,-2,20
Cc1ccc(N2CCC(NC(=O)c3cccc(C#N)c3)C2=O)cc1C (stereo not drawn),1,-4
CC(=O)NCC(=O)N(c1ccccc1)C1(C(=O)NC2CCCCC2)CCCCC1,-2,2
CC(=O)N1CCc2cc(Br)cc(S(=O)(=O)CCC(=O)N3CCOCC3)c21,3,-2
O=[N+]([O-])c1ccc(O)c(C=NCCCn2ccnc2)c1,-2,29
O=c1nc(/C=C/c2cn[nH]c2-c2cccs2)cc(C(F)(F)F)[nH]1,/,37
O=C(c1cccc(Cl)c1)N1CCN(C(C(=O)N2CCCCC2)C2CCCC2)CC1 (stereo not drawn),-4,22
CCc1ccccc1NC(=O)C1CC(=O)N(CCc2c[nH]c3ccc(Cl)cc23)C1 (stereo not drawn),-3,88*
CCOC(=O)N1CCN(CC(O)COC2CC3CCC2(C)C3(C)C)CC1 (stereo not drawn),-2&-6,24&-1
CCCC(=O)Nc1cccc(NC(=O)COc2ccc(Cl)cc2C)c1,-10,-1
CC1(c2ccc(Cl)cc2)CC(C)(C)N(C(=O)c2cccnc2)c2ccccc21 (stereo not drawn),4,48
Cc1ccc(NC(=O)CN2CCN(C3c4ccccc4-c4ccccc43)CC2)cc1F,0,22
O=c1oc(-c2cc([N+](=O)[O-])ccc2Cl)nc2ccc(I)cc12,-2,4
Cc1ccccc1CSCC(=O)Nc1cc(Cl)ccc1C,-2,-13
CC12CC(NC(=O)N1c1ccc(Br)cc1)c1ccccc1O2 (stereo not drawn),0,-2
O=C(O)CC1(CC(=O)Nc2cccc(C(=O)O)c2)CCCC1,0,/
COc1ccc(OC(=O)OCC(C)C)cc1,3,-12
Clc1ccccc1C1CC(c2cccs2)Nc2nnnn21 (stereo not drawn),5,-5
Cc1sc(NC(=O)COc2ccccc2)c(C#N)c1C,-3,-2

# Single records, as listed above:
# CCc1ccccc1NC(=O)C1CC(=O)N(CCc2c[nH]c3ccc(Cl)cc23)C1 (stereo not drawn) is listed as Pf apPOL inh = -3; mHTT CaM bind = 88*
# O=C(O)CC1(CC(=O)Nc2cccc(C(=O)O)c2)CCCC1 is listed as Pf apPOL inh = 0; mHTT CaM bind = /
# O=[N+]([O-])c1ccc(O)c(C=NCCCn2ccnc2)c1 is listed as Pf apPOL inh = -2; mHTT CaM bind = 29

# Remaining list, next part.
SMILES,Pf apPOL inh,mHTT CaM bind
COc1ccc(C(=O)N2CCC(n3c(-c4ccco4)nc4cccnc43)C2)cc1F (stereo not drawn),-3,9
Cc1ccccc1CC(=O)N1CCC(c2nc3ccncc3n2C(C)C)C1 (stereo not drawn),-7,-6
CCNC(=O)Nc1cccnc1N1CCCC1,-1,2
O=S(=O)(Nc1ccc(N2CCCCC2)cc1)c1cccc2cccnc12,-4,28
COc1ccc(NC(=O)N2CCCC2c2cccc(F)c2)cc1OC (stereo not drawn),-6,-3
CCOc1ccc(N(CC(=O)Nc2ccc(Br)c(C)c2)S(C)(=O)=O)cc1,-4,11
COc1ccccc1CNC(=O)c1cc2n(n1)CCCN(Cc1ccccc1)C2=O,0,-1
COc1cc(-c2nc3ccccn3c2N=Cc2cn[nH]c2-c2ccccc2)ccc1O,-9,34
Cc1ccc(C(=O)N2CCCC(COc3ccc(C(=O)NC4CC4)cc3)C2)c(C)c1 (stereo not drawn),0,0
CCOc1ccc(OCC)c(N2C(=O)CCC2(C)C(=O)NCCOC)c1 (stereo not drawn),2,2
Cc1nc2ccccc2n1C(=O)c1ccc(Cl)cc1[N+](=O)[O-],2,6
CC(=O)Nc1cccc(N2CC(C(=O)NCc3ccc(Br)cc3)CC2=O)c1 (stereo not drawn),-4,6
O=C(NCC1(O)CCCC1)c1ccc(F)c(F)c1,0,-25
Cc1ccc(N2C(=O)C3C4c5ccccc5C(CO)(c5ccccc54)C3C2=O)c(C)c1 (stereo not drawn),-2,13
C=CCNC(=S)SCCN,12,/
O=C(NCc1cccs1)c1cc2nc(-c3ccco3)cc(C(F)(F)Cl)n2n1,1,7
CC1CN(C(=O)c2ccc(F)cc2)CC1c1nc(-c2ccccc2)no1 (stereo not drawn),-6,-4
CCN(CC)c1ccc2cc(C(=O)Nc3cc(Cl)ccc3OC)c(=O)oc2c1,0,0
CC1CCCCN1C(=O)c1ccc(Cl)cc1[N+](=O)[O-] (stereo not drawn),-1,0
COc1ccc(NC(=O)CSC2=Nc3ccccc3C3=NC(C(C)C)C(=O)N23)c(OC)c1 (stereo not drawn),-2,12
N#Cc1nc(COc2ccccc2Cl)oc1NCCCn1ccnc1,3,100*
O=C(Nc1ccc(Cl)c(Cl)c1)N1CCN(Cc2ccc3c(c2)OCO3)CC1,17,6
CCOc1ccc(C(=O)Nc2ccc([N+](=O)[O-])cc2)cc1Cl,-7,8
Cc1cc(C)nc(N2CC(=O)N(C)C2=N)n1,-6,-3
COc1ccc(CNS(=O)(=O)CCNCCc2ccccc2)cc1,-2,1
COc1ccc(C2=NN(C(=O)CN3CCCCC3)C(c3ccccc3Cl)C2)cc1 (stereo not drawn),-1,9
CCCCC(=O)Nc1c(-c2ccc(Cl)cc2)nc2ccccn12,-3,46
COc1ccc(-c2[nH]ncc2CN2CCCC2c2cc(C(C)C)on2)cc1 (stereo not drawn),-3,25
CC1(C)CC(=O)C=C(Nc2ccc(S(N)(=O)=O)cc2)C1,0,-3
O=C(COc1ccc(N2C(=O)C3C4C=CC(C5CC45)C3C2=O)cc1)c1ccc(F)cc1 (stereo not drawn),-2,4
Cc1ccc(C(=O)N2CCC(CCNS(=O)(=O)c3cc(C)c(C)cc3C)CC2)cc1,2,45
CCCNS(=O)(=O)c1ccc(F)c(C(=O)Nc2c(C)cccc2C)c1,32,-1
O=C1c2cccc([N+](=O)[O-])c2C(=O)N1c1ccccn1,6,5
CSc1c(C#N)c(N)[nH]c(=S)c1C#N,-22,/
CC1CCCCC1NC(=O)C1CCN(S(=O)(=O)N2CCC3(CC2)OCCO3)CC1 (stereo not drawn),-13,-3
CCC(=O)Nc1cccc(-c2noc(C3CCN(C(=O)c4ccc5cc[nH]c5c4)CC3)n2)c1,-1,30
COc1ccc(-c2nnc(-c3ccc(OC)cc3)nn2)cc1,-2,1
Fc1cccc(-c2csc(COc3ccc(C4SCCS4)cc3)n2)c1,1,/
CCSc1nnc2c(n1)OC(/C=C/c1cccs1)Nc1ccccc1-2 (stereo not drawn),-7,12
COc1ccc(Br)cc1/C=C1/N=C(c2cccc(C)c2OC)OC1=O,-3,0

# No enrichment for hits; about 3.7% have a hit in one of these screens.
